Screening results deposited in PubChem by several laboratories.
PrPC surface inh: inhibitors of human cell surface prion protein PrPC, primary screen, cell-based, TR-FRET; TR-FRET read-out; inhibition, % at 13.8 µM; 370,000 tested, 0.43% active; AID 720596, 2013; in the data active = inhibition above about 24%; note: 0% = median of the test wells and 100% = reference compound wells
Y pestis TopoI: Yersinia pestis topoisomerase I inhibitors, primary screen, biochemical, cleavage product accumulation, plate reader, single point | DNA topoisomerase I (Yersinia pestis CO92) | Y. pestis Topo-I cleavage product accumulation | activity, % at 10 µM | 360,000 tested, 0.064% active | AID 504884, 2011; in the data active = activity above about 50%, passing the limit was not always enough; inconclusive = no clear call, values can overlap the other calls; note: inactives centre near 2
PfHsp40 yeast: rescue of yeast from PfHsp40 toxicity, primary screen, S. cerevisiae, ATP luminescence; AID 504582, 2011; growth rescue, % at 12.5 µM; 340,000 tested, 0.68% active; S. cerevisiae expressing PfHsp40, growth rescue; in the data active = growth rescue above about 28%, passing the limit was not always enough; inconclusive = no clear call, values can overlap the other calls;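 note: yeast W303a lacking pdr1 and pdr3 grown in galactose medium; growth measured after three days at 30 °C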
BoNT A protease: BoNT/A light chain protease inhibitors, primary screen, biochemical, flow cytometry, MLPCN library. Botulinum neurotoxin type A light chain protease (Clostridium botulinum A str. ATCC 3502). inhibition, % at 10 µM. 360,000 tested, 0.17% active. AID 588499, 2011. multiplex microsphere protease substrate cleavage; note: plate controls were buffer without enzyme for full effect and enzyme alone for no effect
TcdB GH inh: TcdB glycohydrolase inhibitors, primary screen, biochemical, single point, plate reader; 350,000 tested, 0.24% active; AID 652162, 2013; TcdB glycohydrolase enzymatic assay; inhibition, % at 9.99 µM; Toxin B (Clostridioides difficile), P18177; in the data active = inhibition above about 10%
Target sequence (P18177 whole entry, looked up): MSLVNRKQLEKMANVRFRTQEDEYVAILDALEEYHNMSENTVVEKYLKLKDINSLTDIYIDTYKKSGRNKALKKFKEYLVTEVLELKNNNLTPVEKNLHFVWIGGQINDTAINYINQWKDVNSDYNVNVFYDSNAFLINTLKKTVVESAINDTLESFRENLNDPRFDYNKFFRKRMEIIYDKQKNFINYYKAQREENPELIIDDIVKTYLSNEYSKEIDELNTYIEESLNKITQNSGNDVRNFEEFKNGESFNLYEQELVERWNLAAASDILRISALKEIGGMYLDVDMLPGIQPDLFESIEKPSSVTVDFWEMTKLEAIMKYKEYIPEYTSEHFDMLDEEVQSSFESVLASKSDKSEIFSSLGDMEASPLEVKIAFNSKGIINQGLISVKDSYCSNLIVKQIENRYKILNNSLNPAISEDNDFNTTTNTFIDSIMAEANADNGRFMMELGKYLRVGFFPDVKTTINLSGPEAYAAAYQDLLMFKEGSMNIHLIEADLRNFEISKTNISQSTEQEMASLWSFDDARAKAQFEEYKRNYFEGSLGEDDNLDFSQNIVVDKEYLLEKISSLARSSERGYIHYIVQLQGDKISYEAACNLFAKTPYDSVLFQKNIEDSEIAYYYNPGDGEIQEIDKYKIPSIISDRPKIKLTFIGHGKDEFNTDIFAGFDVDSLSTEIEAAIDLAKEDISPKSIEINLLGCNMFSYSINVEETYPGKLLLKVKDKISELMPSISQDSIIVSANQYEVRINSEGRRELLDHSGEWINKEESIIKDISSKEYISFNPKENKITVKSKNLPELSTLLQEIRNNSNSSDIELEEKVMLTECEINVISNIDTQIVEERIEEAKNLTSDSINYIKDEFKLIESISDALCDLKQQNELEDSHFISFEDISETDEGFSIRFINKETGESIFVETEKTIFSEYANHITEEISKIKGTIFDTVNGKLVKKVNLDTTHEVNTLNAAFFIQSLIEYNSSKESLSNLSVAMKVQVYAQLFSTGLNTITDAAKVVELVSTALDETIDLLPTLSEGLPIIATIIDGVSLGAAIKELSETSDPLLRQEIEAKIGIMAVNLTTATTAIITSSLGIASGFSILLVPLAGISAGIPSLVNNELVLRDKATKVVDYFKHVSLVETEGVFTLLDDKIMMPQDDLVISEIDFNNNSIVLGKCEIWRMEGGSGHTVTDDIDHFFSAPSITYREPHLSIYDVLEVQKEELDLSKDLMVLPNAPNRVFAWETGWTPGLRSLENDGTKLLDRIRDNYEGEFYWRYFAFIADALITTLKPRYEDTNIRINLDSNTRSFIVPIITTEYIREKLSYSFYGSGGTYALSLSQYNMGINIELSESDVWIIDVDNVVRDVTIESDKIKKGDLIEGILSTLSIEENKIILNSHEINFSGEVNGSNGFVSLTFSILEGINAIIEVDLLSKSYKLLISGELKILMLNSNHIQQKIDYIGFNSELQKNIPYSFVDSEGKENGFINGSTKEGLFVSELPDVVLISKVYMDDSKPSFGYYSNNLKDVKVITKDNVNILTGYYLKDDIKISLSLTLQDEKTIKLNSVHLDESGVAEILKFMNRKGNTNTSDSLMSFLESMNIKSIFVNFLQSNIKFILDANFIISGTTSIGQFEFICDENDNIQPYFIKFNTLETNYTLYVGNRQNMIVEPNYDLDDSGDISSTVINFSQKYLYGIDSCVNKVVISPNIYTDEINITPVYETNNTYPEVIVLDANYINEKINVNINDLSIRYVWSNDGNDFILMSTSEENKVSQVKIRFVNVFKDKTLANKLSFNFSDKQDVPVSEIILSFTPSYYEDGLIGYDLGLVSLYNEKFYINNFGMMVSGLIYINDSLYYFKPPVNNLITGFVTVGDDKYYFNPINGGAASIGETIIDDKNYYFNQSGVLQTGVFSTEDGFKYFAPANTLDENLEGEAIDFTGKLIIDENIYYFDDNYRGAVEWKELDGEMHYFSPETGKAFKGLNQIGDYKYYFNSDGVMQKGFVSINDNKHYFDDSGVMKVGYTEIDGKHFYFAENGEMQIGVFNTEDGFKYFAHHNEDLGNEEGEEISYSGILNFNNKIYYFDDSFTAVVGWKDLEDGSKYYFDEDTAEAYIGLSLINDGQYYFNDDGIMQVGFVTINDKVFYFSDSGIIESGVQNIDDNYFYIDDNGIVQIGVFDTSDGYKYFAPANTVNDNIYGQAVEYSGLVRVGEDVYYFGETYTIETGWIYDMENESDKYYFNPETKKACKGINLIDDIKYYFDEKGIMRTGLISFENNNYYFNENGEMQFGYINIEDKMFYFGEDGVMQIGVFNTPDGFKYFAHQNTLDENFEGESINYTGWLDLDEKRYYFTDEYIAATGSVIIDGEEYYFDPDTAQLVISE
SARS 3CLpro inh: SARS-CoV 3CLpro protease inhibitors, primary screen, biochemical, quenched FRET | Replicase polyprotein 1ab (Severe acute respiratory syndrome coronavirus), P0C6X7 | recombinant SARS-CoV 3CLpro, quenched FRET peptide cleavage | inhibition, % at 6 µM | 290,000 tested, 0.14% active | AID 1706, 2009; in the data active = inhibition above about 12%
BH1578 lux ind: inducers of Vibrio cholerae quorum light production without autoinducers, primary screen, BH1578 luxS cqsA deficient, single point; V. cholerae BH1578 lux reporter, luminescence, 6 h; activation, % at 18.7 µM; 350,000 tested, 0.16% active; AID 588436, 2011; in the data active = activation mostly above about 9.7%, no sharp cut-off; inconclusive = no clear call, values can overlap the other calls; inactive = mostly below about 3.7%; note: not every result past the cut was called active; inactives centre near 0; reference of the scale not given here
PriA SSB inh: inhibitors of Klebsiella pneumoniae PriA binding to SSB C-terminal tail, primary screen, biochemical, AlphaScreen; PriA–SSB C-terminal tail interaction (Klebsiella pneumoniae); AlphaScreen SSBct-PriA binding, biotinylated peptide; inhibition, % at 33 µM; 430,000 tested, 0.6% active; AID 1272365, 2023; in the data active = inhibition mostly above about 37%, no sharp cut-off; inactive = mostly below about 20%;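 note: plate controls were negative control peptide for no effect and reference peptide for full effect; strong numbers were not always called active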
Anthrax LF inh2: Bacillus anthracis LF protease inhibitors, primary screen, biochemical, multiplex microsphere, MLPCN library; multiplex microsphere protease cleavage assay; inhibition, % at 10 µM; 360,000 tested, 0.12% active; AID 588501, 2011; note: plate controls were buffer without enzyme for full effect and enzyme alone for no effect
Numbers without * were called inactive; i = inactive; ? = inconclusive; . = no result given. Cut-off read from the data, not from the text of the source, unless noted: active = inhibition above about 30%; inconclusive = no clear call, values can overlap the other calls; inactive = below that. These rows are one share of the data. The share of hits here may be higher or lower than overall.

SMILES,PrPC surface inh,Y pestis TopoI,PfHsp40 yeast,BoNT A protease,TcdB GH inh,SARS 3CLpro inh,BH1578 lux ind,PriA SSB inh,Anthrax LF inh2
COc1ccc(C(=O)N2CCCCC2c2cc(C(=O)NCc3ccc(Cl)c(Cl)c3)no2)cc1 (stereo not given),-1,17,.,0.4,1.1,.,2.2,.,0
O=C(NN=C1CCCC1)c1n[nH]c2c1CCC2,4,29,-1.9,-0.2,-1.8,-2,-0.7,-15,0
CCC(NC(=O)c1[nH]c(C)c(C(C)=O)c1C)c1ccc(Br)cc1 (stereo not given),11,6,-0.1,-0.8,1.2,7,-0.3,10,4
O=C(CN1C(=O)NC2(CCCC2)C1=O)N1CCN(S(=O)(=O)c2cccc(C(F)(F)F)c2)CC1,-7,3,0.6,.,-0.5,.,i,-10,.
CCn1ccnc1CN(C)Cc1nc(CCC(C)C)no1,1,2,?,-1.2,1.2,1,i,-27,2
C=CCN=C1CC(C)(C)CC(=O)/C1=C(\O)c1ccccc1,4,8,0.9,-0.6,.,-5,-0.3,.,?
O=C(c1cc(-c2cccnc2)nc2ccc(Br)cc12)N1CCN(c2ncccn2)CC1,9,13,0.4,0.8,.,-4,0.0,-14,0
Cc1ccc(OC(=O)c2ccc3snnc3c2)cc1,7,31,0.6,0.0,-3.7,2,-0.3,-16,-2
CCOc1ccccc1NC1c2ccccc2C(=O)N1c1cccnc1 (stereo not given),-3,1,-0.1,-0.2,.,4,-1.3,2,0
COc1ccc(N[C@@H]2CCN3C(=O)c4ccccc4[C@@H]3C[C@H]2O)cc1,7,1,12,0.1,-13,.,i,-4,-6
Cc1cccc(NC(=O)c2ccc(S(=O)(=O)C(F)F)cc2)c1C,7,-12,-2.4,0.4,.,-5,-0.1,-2,1
O=S(=O)(c1ccc(OCC(O)CN2CCN(c3ccccc3O)CC2)cc1)N1CCOCC1 (stereo not given),10,-9,0.5,2.0,.,-1,15,-2,2
CCOc1ccccc1Oc1c(C)oc2c(CN3CCN(C)CC3)c(O)ccc2c1=O,6,-2,-0.1,-1.2,.,2,i,-17,0
O=C(COC(=O)c1cc(=O)[nH]c2ccccc12)Nc1nccs1,-3,-1,-0.2,0.4,0.6,-1,i,-21,1
C/C(=N\NC(=O)CNC(=O)C(c1ccccc1)c1ccccc1)c1ccccc1,-1,0,0.4,-0.2,.,0,i,.,-3

Next section:
SMILES,PrPC surface inh,Y pestis TopoI,PfHsp40 yeast,BoNT A protease,TcdB GH inh,SARS 3CLpro inh,BH1578 lux ind,PriA SSB inh,Anthrax LF inh2
O=S(=O)(Nc1cccc(F)c1)c1cccc2nsnc12,-20,9,-0.5,-2.1,1.5,-4,1.2,-8,14
CC1(C)Cc2c(C#N)c(SCc3nc4ccccc4[nH]3)nc(N3CCOCC3)c2CO1,-5,-5,0.4,-0.4,.,0,i,-21,-2
CCc1nn(CC(=O)NCCCN(C)Cc2ccccc2)c(=O)c2cc3sc(C)cc3n12,-9,13,-1.4,0.6,1.4,4,-0.2,9,-2
COc1cc(OC)nc(Nc2nc(CN)cs2)n1,0,3,.,0.5,1.0,.,-0.4,.,-2
CC1(C)OC(=O)C2=C(C[C@@H](CCOCc3ccccc3)O[C@@H]2c2ccc(F)cc2)O1,0,.,.,0.8,1.2,.,.,.,4
COc1ccc(N=c2cc(-c3ccc(OC)cc3)oc3ccccc23)cc1,-3,33,0.2,-1.9,.,-1,-0.3,53*,-2
CC(C)c1ccc(OCC(=O)NNC(=S)NC(=O)c2cccs2)c(Br)c1,-3,3,0.8,-0.8,0.8,2,-0.1,-11,1
Cc1cc(C2=NNC(=NCc3ccccc3)SC2)c(C)n1-c1c(C)n(C)n(-c2ccccc2)c1=O,8,16,2.1,0.8,1.4,-2,-0.2,9,1
N#Cc1nc(NCC(F)F)nc(Nc2cc(F)cc(F)c2)n1,5,-5,1.7,0.1,.,.,-0.8,-4,0
CCOc1ccccc1NC(=S)Nc1ccccc1F,-8,1,-0.5,1.0,.,-1,-0.2,-1,2
CC1CCCN(c2sc(S(C)(=O)=O)nc2S(=O)(=O)c2ccc(Cl)cc2)C1 (stereo not given),-6,23,-1.3,0.7,1.7,6,-0.2,-7,2
COC(=O)[C@@]1(Cc2ccccc2)[C@H]2C(=O)N(Cc3ccccc3)C(=O)[C@H]2[C@H]2CN=C(SCc3ccccc3)N21,3,39,-0.6,0.4,1.0,.,i,-3,1
COc1ccc(C2=Nn3c(nnc3-c3ccco3)SC2)cc1OC,-19,5,0.0,0.3,.,-1,i,-11,5
CC(Oc1ccc(Cl)cc1Cl)c1nc(-c2ccc(NC(=O)c3ccccn3)cc2)no1 (stereo not given),-4,13,0.3,-0.4,-0.2,0,-5.4,-19,-1
Cc1ccc(S(=O)(=O)NCC(=O)N(CC(=O)NCc2ccco2)C2CCCC2)cc1,-2,4,2.3,1.3,1.0,-3,-0.2,-11,-3

Grouped by structure: the entries above containing a thiophene ring, fused or not.
SMILES,PrPC surface inh,Y pestis TopoI,PfHsp40 yeast,BoNT A protease,TcdB GH inh,SARS 3CLpro inh,BH1578 lux ind,PriA SSB inh,Anthrax LF inh2
CCc1nn(CC(=O)NCCCN(C)Cc2ccccc2)c(=O)c2cc3sc(C)cc3n12,-9,13,-1.4,0.6,1.4,4,-0.2,9,-2
CC(C)c1ccc(OCC(=O)NNC(=S)NC(=O)c2cccs2)c(Br)c1,-3,3,0.8,-0.8,0.8,2,-0.1,-11,1

Additional compounds follow.
SMILES,PrPC surface inh,Y pestis TopoI,PfHsp40 yeast,BoNT A protease,TcdB GH inh,SARS 3CLpro inh,BH1578 lux ind,PriA SSB inh,Anthrax LF inh2
COc1cc(S(=O)(=O)N2CCOCC2)c(OC)c(S(=O)(=O)N2CCOCC2)c1,-1,10,-1.7,2.2,.,-7,1.5,-1,2
Cc1cc(C)n2nc(S(=O)(=O)NC3CCCCC3)nc2n1,-2,-5,-1.5,-1.0,2.0,1,-0.2,-5,0
CC1(C)CC(N2CCN(c3ccccc3)CC2)=CC(=[N+]2CCCC2)C1,9,-7,0.3,1.5,.,0,0.9,4,4
c1ccc(Cn2c(SCc3cn4cccnc4n3)nnc2-c2ccco2)cc1,0,0,-1.1,-0.2,.,1,-0.2,-2,-6
O=C1Nc2ccccc2N(O)N1c1ccc(Cl)cc1,3,0,0.4,0.0,-0.7,-3,0.5,3,-2
O=C(Cc1ccc(-n2cnnn2)cc1)NC12CC3CC(CC(C3)C1)C2,2,4,-0.6,-0.2,-2.1,3,.,-26,5
CCC(=O)NCCC(c1ccco1)c1ccccc1OC (stereo not given),-7,10,-1.6,1.7,.,-1,-0.4,-11,2
Cc1nn(Cc2ccccc2Cl)c(C)c1NC(=O)c1cc(-c2ccc(F)cc2)on1,2,5,0.0,0.4,.,3,2.9,-20,-1
O=C(NCCc1ccc(Cl)cc1)c1n[nH]c2ccccc12,13,-1,1.6,-1.0,1.5,4,i,-3,-2
Cc1ccccc1NC1=C/C(=N\S(=O)(=O)c2ccc(C(=O)O)cc2)c2ccccc2C1=O,-24,-20,-0.9,-0.9,-1.5,16*,0.4,.,-1
CC(C)(C)OC(=O)N1CCCC(C(=O)Nc2cccc(C(=O)N3CCOCC3)c2)C1 (stereo not given),-4,-1,-0.5,-0.3,0.7,.,-0.7,-8,-10
CCN(CC)Cc1c(O)ccc2c(=O)c(-c3ccccc3Cl)coc12,-2,2,-0.8,1.8,2.1,2,-1.3,-10,-3
CN(C(=O)c1cccc(NC(=O)Cc2ccc(NC(=O)C3CCCN(C(=O)C4CC4)C3)cc2)c1)C1CCCCC1 (stereo not given),-3,28,0.8,-0.2,-5.1,.,-0.8,1,1
O=C(NCc1nnc(SCC(=O)N2CCOCC2)o1)c1ccccc1F,-6,-4,0.6,0.1,0.5,-1,-2.9,5,1
Cc1ccc2[nH]c(=O)c(CN(CCN3CCOCC3)C(=O)Nc3ccc(F)cc3)cc2c1,-6,5,2.1,-0.5,.,1,i,-5,-2

More results follow.
SMILES,PrPC surface inh,Y pestis TopoI,PfHsp40 yeast,BoNT A protease,TcdB GH inh,SARS 3CLpro inh,BH1578 lux ind,PriA SSB inh,Anthrax LF inh2
COc1ccc(OCC(=O)N2CCN(c3nnc(-c4ccc(C)cc4)c4ccccc34)CC2)cc1,3,13,3.7,-4.8,2.1,-1,i,5,-6
OCCC1CN(Cc2cccn2-c2cccnc2)CCN1C1CCCCC1 (stereo not given),-7,4,-0.5,0.0,0.2,8,3.3,-3,0
COc1ccc(OC)c(NC(=O)COC(=O)/C=C/c2ccccc2Cl)c1,-2,32,0.7,0.5,.,1,i,-2,1
COc1ccc(-c2sc3ccccc3c2/C=C/c2ccc(OC)c(OC)c2)cc1,-4,6,-0.6,-0.1,0.4,.,-1.0,-5,-2
C(=N\NC(=Nc1ccccc1)c1ccccn1)/c1ccccn1,-6,2,-1.6,-1.0,.,5,0.0,.,0
COC(=O)C(Cc1ccc(O)cc1)NC(=O)CCc1ccco1 (stereo not given),8,7,-0.8,-0.9,0.6,-1,i,0,7
CC(C)(C)c1cc(C(=O)Nc2cccc3ccccc23)ccn1,-1,4,1.4,-0.9,.,2,-0.3,-7,9
COc1ccccc1NS(=O)(=O)c1cccc(NC(=O)c2sc3ccccc3c2Cl)c1,-3,9,-0.4,-0.1,0.1,2,i,-6,-4
COc1cccc(C(=O)CSc2nnnn2C2CCCCC2)c1,4,20,10,0.0,.,1,-1.6,-14,-1
Cc1nc(C#N)c(NCc2ccc3c(c2)OCO3)o1,7,0,-0.5,0.0,.,-3,-0.4,-1,-2
CNC(=S)N(Cc1cc2ccc(OC)cc2[nH]c1=O)CC1CCCO1 (stereo not given),2,6,0.6,-0.3,-2.1,5,i,-2,2
CC12C=CC3(O1)C(C(=O)N(c1cccnc1)C3C(=O)NC1CCCCC1)C2C(=O)Nc1ccccc1 (stereo not given),2,5,-1.3,1.3,.,0,i,-8,5
Cc1ccc(-n2ncc3c(=O)n(CC(=O)N(C)C)cnc32)cc1C,3,2,-1.0,0.4,0.2,2,-0.4,-12,4
CCOC(=O)C1(C)CCCN(C(=O)Cc2ccc3ccccc3c2)C1 (stereo not given),-4,19,.,-0.7,-0.1,.,0.0,.,2
